Screening data from PubChem.
VIM-2 inhibitor = VIM-2 metallo-beta-lactamase inhibitors, primary screen, biochemical, epi-absorbance readout, Pseudomonas aeruginosa enzyme; purified VIM-2, nitrocefin hydrolysis, epi-absorbance fluorescence; inhibition, % at 5.6 µM; 0.89% of 290,000 active; AID 1527, 2009;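 active = inhibition above the mean of all tested compounds plus 3 SD, cutoff set per screening run, cut at about 7.5% in these data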;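 note: red hydrolysis product quenches plate fluorescence so inhibitors raise well fluorescence; 0% = enzyme with DMSO and 100% = DMSO without enzyme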
NS3 helicase inh = inhibitors of HCV NS3 helicase, primary screen, biochemical, Cy5 molecular beacon fluorescence | NS3 helicase DNA unwinding | 0.56% of 290,000 active | Hepatitis C virus NS3 helicase | AID 1800, 2009 | inhibition, % at 10.9 µM;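 active = inhibition above the mean of all tested compounds plus 3 SD, set per campaign, cut at about 35% in these data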;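 note: 0% = DMSO wells and 100% = thioflavine S control wells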
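System: Hepatitis C virus NS3 helicase domain fragment enzyme | Reagent: Annealed dual-labelled DNA beacon duplex, ATP-started | Compound dosing: 10.9 µM single point, 0.8% DMSO | Incubation: 1 h reaction at 25 °C, ATP-initiated | Technique: Cy5 fluorescence | Evaluation: Percent inhibition from t60/t0 fluorescence ratio | Benchmarks: Low DMSO, high thioflavine S at 110 µM | Replication: Singlicate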
DNA FID counter = compounds displacing fluorescent DNA intercalator, primary screen, artefact control for HCV NS3 helicase inhibitor project, biochemical, FID fluorescence; DNA fluorescent intercalator displacement; inhibition, % at 7.9 µM; 0.17% of 290,000 active; AID 1845, 2009; in the data active = inhibition above about 37%;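 note: 0% = vehicle and 100% = reference compound; higher means more ethidium bromide displaced from hairpin DNA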
GalR3 antagonist = GalR3 antagonists in HEK293 cells, primary screen, cell-based, fluorescence readout; HEK293 GalR3-CNG cAMP membrane potential fluorescence; galR3 body fused to GalR1 C-terminus; inhibition, % at 3 µM; 0.44% of 360,000 active; Galanin receptor type 3 (Homo sapiens), O60755;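 active = inhibition above the screen-wide average plus 3 SD, cut at about 13% in these data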;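 note: forskolin and galanin both at EC90 stimulate the cells; cAMP rise reported by CNG channel membrane potential dye signal; 0% = forskolin plus galanin with DMSO and 100% = forskolin alone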
Target sequence (O60755 1-299 limits assumed): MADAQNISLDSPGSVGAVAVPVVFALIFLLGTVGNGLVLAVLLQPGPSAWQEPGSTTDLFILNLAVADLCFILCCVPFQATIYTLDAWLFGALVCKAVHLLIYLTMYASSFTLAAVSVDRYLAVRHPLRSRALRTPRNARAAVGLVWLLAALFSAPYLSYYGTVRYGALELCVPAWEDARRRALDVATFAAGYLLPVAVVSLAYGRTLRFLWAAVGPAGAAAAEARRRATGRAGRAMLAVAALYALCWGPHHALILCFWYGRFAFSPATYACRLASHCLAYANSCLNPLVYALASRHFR
PHOSPHO1 inh = PubChem AID 1565; Phosphoethanolamine/phosphocholine phosphatase (Homo sapiens), Q8TCT1; recombinant PHOSPHO1, absorbance phosphatase assay; inhibition, % at 13.3 µM; 1.1% of 290,000 active; in the data active = inhibition above about 60%
OXTR ag = human OXTR agonists, primary screen, fluorescence, CHO-OTR cells, Fluo-8 calcium; Oxytocin receptor (Homo sapiens), P30559; Fluo-8 calcium fluorescence; normalized: DMSO 0%, oxytocin 100%; activation, % at 3 µM; 0.32% of 320,000 active;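 active = activation above the mean of all tested compounds plus 3 SD, cutoff set per screening run, cut at about 20% in these data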;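 note: peak over basal fluorescence ratio from a 100 s FLIPR kinetic read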
GPR7 antag = GPR7 receptor antagonists, primary screen, cell-based, fluorescence, single concentration | Neuropeptides B/W receptor type 1 (Homo sapiens), P48145 | GPR7-expressing cells, fluorescence antagonist assay | inhibition, % at 4.4 µM | 1.1% of 290,000 active | AID 1861, 2009; in the data active = inhibition above about 16%, passing the limit was not always enough;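 note: cells stimulated with the agonist NPW; 0% = agonist with vehicle and 100% = vehicle without agonist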
Target sequence (P48145 whole entry, looked up): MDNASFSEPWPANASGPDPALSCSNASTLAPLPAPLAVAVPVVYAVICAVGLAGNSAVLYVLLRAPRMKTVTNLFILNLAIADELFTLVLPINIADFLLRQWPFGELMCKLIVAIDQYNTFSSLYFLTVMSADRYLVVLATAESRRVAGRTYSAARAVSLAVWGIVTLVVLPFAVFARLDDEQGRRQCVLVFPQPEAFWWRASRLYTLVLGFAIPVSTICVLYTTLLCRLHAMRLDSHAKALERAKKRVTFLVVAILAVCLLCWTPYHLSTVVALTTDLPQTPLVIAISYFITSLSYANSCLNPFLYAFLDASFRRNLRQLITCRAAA
IMP-1 inh = IMP-1 metallo-beta-lactamase inhibitors, primary screen, biochemical, epi-absorbance readout, Pseudomonas aeruginosa enzyme; metallo-beta-lactamase IMP-1 (Pseudomonas aeruginosa); purified IMP-1, nitrocefin hydrolysis, epi-absorbance fluorescence; inhibition, % at 5.6 µM; 0.45% of 290,000 active; AID 1556, 2009;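 active = inhibition above the mean plus 3 SD of all compounds in the same screening run, cut at about 4.5% in these data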;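 note: 0% = IMP-1 with DMSO and 100% = DMSO wells lacking enzyme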
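System – purified recombinant IMP-1 beta-lactamase · Input – IMP-1 dispensed at 0.2 nM · Timing – 15 min preincubation plus 25 min reaction at 25 °C · Signal – Epi-absorbance fluorescence, 480 nm excitation, 530 nm emission · Measure – percent IMP-1 inhibition derived from blank-referenced optical density · Controls – Enzyme-plus-DMSO low control, enzyme-free DMSO high control · Replication – singlicate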
V1R ag counter = agonists of human V1a receptor, primary screen, counter-screen for OXTR agonist project, fluorescence, CHO-V1R cells. activation, % at 3 µM. Vasopressin V1a receptor (Homo sapiens), P37288. Fluo-8 calcium fluorescence, agonist mode; 0% DMSO, 100% 3 nM vasopressin. AID 2797, 2010. 0.25% of 320,000 active;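 active = activation above the mean activation of all tested compounds plus 3 SD, per screening run, cut at about 20% in these data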;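 note: signal is peak over basal fluorescence ratio across a 100 second FLIPR read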
Target sequence (P37288 whole entry, looked up): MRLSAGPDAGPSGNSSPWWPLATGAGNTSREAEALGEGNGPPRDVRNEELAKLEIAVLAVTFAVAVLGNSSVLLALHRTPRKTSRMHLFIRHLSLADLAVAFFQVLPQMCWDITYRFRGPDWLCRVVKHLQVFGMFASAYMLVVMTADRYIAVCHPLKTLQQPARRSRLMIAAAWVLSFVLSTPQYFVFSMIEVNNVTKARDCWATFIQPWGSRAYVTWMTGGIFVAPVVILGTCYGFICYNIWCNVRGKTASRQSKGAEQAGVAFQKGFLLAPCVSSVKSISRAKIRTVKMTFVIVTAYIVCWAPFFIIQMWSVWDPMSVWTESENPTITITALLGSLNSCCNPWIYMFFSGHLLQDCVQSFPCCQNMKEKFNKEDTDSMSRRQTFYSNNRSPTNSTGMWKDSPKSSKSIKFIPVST
Starred values were filed as active, the others as inactive; x = no result given; & = joins results of further samples.

Second line of a record: NS3 helicase inh	DNA FID counter	GPR7 antag	V1R ag counter	PHOSPHO1 inh	GalR3 antagonist	OXTR ag	VIM-2 inhibitor	IMP-1 inh
[1] CCCCCCn1c(SCC(=O)c2c(N)n(C)c(=O)n(C)c2=O)nc2ccccc21
  5	2	2	-0.3	32	-5	0.7	0.4	-0.4
[2] Cc1cc(CSc2ccccc2C(=O)O)on1
  -2	0	-8	-0.3	18	-10	1.3	-1.1	-4.2
[3] O=C(Nc1cccc2ncccc12)c1ccccc1[N+](=O)[O-]
  8	-1	-4	0.7	8	-8	2.1	-1.2	-3.8
[4] CCS(=O)(=O)CCSc1nc(C)cc(C)c1C#N
  20	-22	-18	-0.4	15	2	0.6	-6.2	-2.2
[5] CCNC(=O)Oc1ccc(-c2csnn2)cc1
  14	1	-1	0.6	-3	-4	0.5	-1.2	-4.4
[6] O=C(COC(=O)c1ccc(S(=O)(=O)N2CCCC2)cc1)NCc1ccccc1
  -10	-19	1	8.5	-11	-5	0.8	-1.6	2.6
[7] C[C@H](NC(=O)Cc1cccc2ccccc12)C(=O)N1CCCN(C)CC1
  -7	8	-4	0.8	8	-1	-0.1	1.7	-2.0
[8] CC(C)SCCCOc1ccc(C(C)(C)C)cc1
  -1	1	-3	-0.8	-3	x	-0.2	-0.9	1.3
[9] C=CCN(CC=C)CCOc1ccccc1
  5	2	0	0.1	-21	-1	1.2	-1.4	-2.2
[10] O=C(O)c1cc(S(=O)(=O)N2CCCCC2)ccc1Cl
  1	3	-10	-0.3	45	-2	0.4	-4.7	-3.8
[11] COc1cccc(OC)c1C(=O)NCC12CC3CC(C1)CC(CNC(=O)c1c(OC)cccc1OC)(C3)C2
  7	-39	-11	0.6	24	-11	0.8	-2.5	-2.8
[12] COc1ccc(Cl)cc1-c1csc(N)n1
  3	6	1	-0.8	8	-7	-1.3	-3.8	-1.8
[13] C=CCN(C(=O)CNC(=O)c1ccco1)C(C(=O)NC1CCCCC1)c1cccnc1 (stereo unspecified)
  1	-11	2	0.9	27	-9	0.0	-3.6	-2.6
[14] CC(Sc1nc(N2CCOCC2)c2c(c1C#N)CC(C)(C)OC2)C(=O)Nc1ccccc1 (stereo unspecified)
  -3	-2	-9	x	9	-2	x	-3.1	-2.0
[15] COc1cc(CCC(=O)N2CCN(c3ccccc3Cl)CC2)cc(OC)c1OC
  -4	-39	-18	x	29	-9	x	-5.6	-3.2
[16] CC(=O)c1cccc(N(CC(=O)N2CCCCC2)S(C)(=O)=O)c1
  1	-4	1	0.5	2	-5	-0.7	-1.6	-1.6
[17] CN(Cc1ccccc1)C(=O)c1ccc2c(c1)OCO2
  0	-8	-3	0.0	-6	-4	1.1	-0.5	-1.8
[18] COc1cc(/C=N/Nc2nc3ccccc3[nH]2)cc(OC)c1O
  0	-6	-2	-0.5	3	-4	-0.9	5.3	-4.7
[19] O=C(NCCc1nc2ccccc2[nH]1)/C(=C/c1ccc2c(c1)OCO2)NC(=O)c1ccc(Cl)cc1Cl
  -23	-8	-17	-0.2	10	-1	-0.8	-4.2	-2.6
[20] Cc1c(C(=O)N(C)C)c2cc(Cl)ccc2n1O
  5	-5	-14	-0.4	-3	-3	-0.2	-3.1	-3.0
[21] Cc1sc2nc(-c3cccs3)oc(=O)c2c1C
  -6	0	-4	0.2	20	-11	-0.6	3.5	-0.6
[22] COc1ccc2[nH]c(=O)c(CN(CCCN3CCOCC3)C(=O)NCc3ccccc3)cc2c1
  -6	5	-6	-0.7	18	2	-0.7	-1.7	-3.1
[23] Fc1ccc(-c2csc(Nc3ccccn3)n2)c(F)c1
  -9	12	-13	-0.4	x	-10	-2.0	-1.5	-0.8
[24] C=CCn1c(SCC(=O)N(CC)C2CCS(=O)(=O)C2)nc2ccccc2c1=O (stereo unspecified)
  5	-12	-7	-1.1	30	-6	-0.5	-2.1	-2.2
[25] CCC(=O)Nc1ccc2c(c1)ncn2-c1ccccc1C
  3	-10	-4	0.7	50	-4	3.7	-1.9	-4.4
[26] C=CCc1ccc(OCCCN2CCCC(C)C2)c(OC)c1 (stereo unspecified)
  -6	11	-1	-0.1	11	-5	-0.3	-5.1	-1.0
[27] Cn1nccc1C(=O)OCC(=O)Nc1ccccc1Cl
  -5	-2	0	x	2	-3	x	-1.4	-1.9
[28] Cc1ccc(OCC(=O)Nc2nnc(S(=O)(=O)N3CCCCC3)s2)cc1
  8	-37	-4	5.9	22	-4	4.0	-2.7	-2.2
[29] O=C(O)CN1C(=O)/C(=C\c2ccccc2OCc2ccc(Cl)cc2Cl)SC1=S
  47*	13	-9	-0.3	34	-11	-1.4	-0.3	-0.2
[30] O=C(CSc1ccccn1)Nc1nc2ccc(Br)cc2s1
  -19	0	4	0.1	-32	x	-1.0	-0.6	-3.2
[31] CCOc1ccc(NC(=O)Nc2nnc(CC(=O)NCc3ccccc3)s2)cc1
  1	1	-5	0.2	45	-4	-0.5	-0.9	-0.4
[32] CSc1ncc(Cl)c(C(=O)NCc2cccnc2)n1
  0	-8	-8	x	36	-10	x	-3.1	-2.0
[33] CCOc1ccccc1CN1CCN(C2CCOCC2)CC1CCO (stereo unspecified)
  7	2	1	0.7	40	9	0.1	-2.3	-2.4
[34] CSC1=N/C(=C\c2cccc(Cl)c2)C(=O)N1N(C)C
  33	-6	-10	1.4	37	4	-0.3	-3.5	-2.2
[35] O=C(O)CCC(NC(=O)c1ccc(Cl)cc1)C(=O)O (stereo unspecified)
  0	4	-3	1.3	-11	-3	1.0	2.1	-3.0
[36] CCN(CC)C(=O)CSc1nc(-c2ccccc2)cc(=O)[nH]1
  3	-6	-12	-0.4	35	0	-0.6	0.8	-1.9
[37] CC1=NN(C(=O)c2c(Br)cnn2C)C(O)(C(F)(F)F)C1 (stereo unspecified)
  8	0	-6	1.5	59	0	-0.3	-2.6	-2.7
[38] COC(=O)C(Cc1ccc(O)cc1)NC(=O)c1ccc2c(c1)OCCO2 (stereo unspecified)
  13	-2	-9	5.2	39	-12	4.9	1.8	2.2
[39] CSc1ccc(/C=N/NC(=O)COc2ccc(Br)cc2Cl)cc1
  2	-1	-6	1.3	-4	0	-0.5	-5.0	-1.2
[40] CCN(CC)C(=O)Cn1cc(S(=O)(=O)CC(=O)Nc2ccc(F)cc2)c2ccccc21
  0	-39	-8	-0.5	20	2	-0.5	-0.7	-3.2
[41] COc1ccc(-n2nnc3c(=O)n(Cc4cc(C)ccc4C)cnc32)cc1
  -4	1	2	1.6	16	-7	1.9	-0.9	-3.9
[42] CCN(CC)C(=O)c1sc(NC(=O)Cc2cccs2)c(C#N)c1C
  -3	-22	4	0.5	-8	-11	-1.3	-0.3	-4.2
[43] O=C1NC2(CCCCCC2)C(=O)N1Cc1ccc(F)cc1Cl
  -9	-18	10	-0.3	15	-10	-0.8	-1.1	-0.5
[44] Cc1ccc(C(=O)NCC(=O)OCC(=O)c2ccc3c(c2)NC(=O)CO3)cc1
  1	-15	-7	-0.2	32	-4	-0.7	-4.9	-3.1
[45] O=C(O)/C=C/C(=O)N(Cc1ccccc1)Cc1ccco1
  -2	5	-4	0.9	-9	-5	0.3	-3.0	-0.4
[46] O=c1[nH]c2ccccc2n1CCC1CCCCC1
  0	-27	-12	-1.1	-34	x	-1.7	-2.7	-6.3
[47] COC(=O)c1ccc(C(=O)OC)c(NC(=O)CN2CCC(C)CC2)c1
  3	-8	-5	0.7	-78	-1	-1.1	0.6	-0.8
[48] FC(F)(F)c1cc(-c2cccs2)nc(-n2cc(Br)cn2)n1
  1	-4	-12	-1.4	13	-5	-2.4	1.1	-3.4
[49] CCN(CC)S(=O)(=O)c1cccc(NC(=O)COC(=O)c2n[nH]c(=O)c3ccccc23)c1
  7	-5	-2	7.8	-20	15*	5.9	-0.9	-1.5
[50] COc1cc(OC)c2cc(C(=O)N/N=C/c3ccccc3O)[nH]c2c1
  9	-12	-7	6.5	18	-9	3.5	-4.7	-2.7
[51] Cc1cc2nc(SCC(=O)N(C)C)c3c(c2cc1C)CCCC3
  23	-31	18	-1.4	18	-7	-2.5	1.6	-1.1
[52] O=[N+]([O-])c1cccc(/C=N/n2c(COc3ccccc3)n[nH]c2=S)c1
  8	-5	1	-0.3	27	-2	-0.2	-3.9	-4.0
[53] CSc1nc2nccc(-c3ccc(Oc4ccccc4)cc3)n2n1
  -4	-17	-7	-0.7	4	-4	-0.5	-1.5	-2.6
[54] CC1(C)Cc2c(sc3nnn(CC(=O)Nc4ccccc4)c(=O)c23)CO1
  -5	-6	-8	1.5	12	1	0.2	-0.7	-1.8
[55] Cc1ccc(NS(=O)(=O)c2cccs2)c(C)c1
  -15	-7	-11	-0.3	6	-8	-2.1	0.4	-2.0
[56] COc1ccccc1NC(C)C(=O)Nc1ccc(C(C)=O)cc1 (stereo unspecified)
  6	-5	9	2.9	1	-2	-0.6	-3.0	-2.0
[57] C=CCOC(=O)C1=C(C)NC(SC)=C(C#N)C1c1ccc(OCC)cc1 (stereo unspecified)
  -13	-7	3	0.3	-4	-6&-2	-2.0	-3.6	-2.7
[58] CC(NC1CCCCC1)C(=O)NN=C(c1ccccc1)c1ccccc1 (stereo unspecified)
  -2	8	-4	-1.5	14	-7	-1.4	-3.3	-2.4
[59] CC1CCCCN1C(=O)C1CCCN(S(=O)(=O)c2cccc3nsnc23)C1 (stereo unspecified)
  3	-26	0	-0.1	-9	3	0.4	-2.5	-1.8
[60] Cc1ccccc1CN1C(=O)c2ccccc2S1(=O)=O
  2	-9	-17	0.9	23	-9	0.4	-1.8	0.3

Other results.
Second line of a record: NS3 helicase inh	DNA FID counter	GPR7 antag	V1R ag counter	PHOSPHO1 inh	GalR3 antagonist	OXTR ag	VIM-2 inhibitor	IMP-1 inh
[61] O=C(O)c1cccc(S(=O)(=O)N2CCN(C(c3ccccc3)c3ccccc3)CC2)c1
  -26	-10	-9	7.3	37	4	7.1	-2.6	-2.8
[62] COC(=O)CSc1nnc(-c2cccs2)n1-c1ccc(Cl)cc1
  0	-22	5	-1.2	6	-4	-1.2	-2.3	-2.3
[63] COc1ccccc1CN=c1c([N+](=O)[O-])nn(-c2ccc3c(c2)OCCO3)n1O
  3	4	-6	-1.7	-12	7	-3.2	-2.7	-1.8
[64] Cc1ccc(/C=C/C(=O)NC2=NCCS2)cc1
  -35	-2	4	0.1	-5	-2	-1.1	-2.4	-3.7
[65] COc1ccc(NS(=O)(=O)c2cc(C(=O)N3CCN(C(C)=O)CC3)ccc2Cl)cc1
  -1	-4	-5	-0.5	-2	-4	-0.7	-4.9	-4.5
